# STEP block: STEP (human) phosphatase inhibition; P54829; recombinant STEP, OMFP fluorogenic substrate, fluorescence; inhibition, % at 20 µM; hit rate 0.25% among 360,000;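 active = inhibition at 20 µM, scaled per plate between control wells, above about 37%, limit read from the data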;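 also: 0% = DMSO with enzyme and substrate and 100% = substrate only without enzyme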
#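 Test system: STEP tyrosine phosphatase / Reagent: OMFP at 25 µM / Doses: 20 µM, 1% DMSO / Read-out: percent inhibition scaled to no-enzyme and uninhibited-enzyme controls, plate-pattern corrected / Detection: FITC-channel fluorescence of OMFP product / Medium: Bis-Tris buffer pH 6.0, 2.5 mM DTT, 0.005% Tween 20 / Schedule: 20 min at room temperature, dark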
# Scp-1 inhibitor: Scp-1 (human) phosphatase inhibition. inhibition, % at 20 µM. Recombinant Scp1, phosphopeptide, malachite green phosphate absorbance. hit rate 0.88% among 340,000;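 active = inhibition above about 50% at 20 µM, limit read from the data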;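 also: plate controls were DMSO wells with enzyme for no effect and wells lacking enzyme for full effect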
# Target sequence (Q9GZU7 76-261 limits assumed): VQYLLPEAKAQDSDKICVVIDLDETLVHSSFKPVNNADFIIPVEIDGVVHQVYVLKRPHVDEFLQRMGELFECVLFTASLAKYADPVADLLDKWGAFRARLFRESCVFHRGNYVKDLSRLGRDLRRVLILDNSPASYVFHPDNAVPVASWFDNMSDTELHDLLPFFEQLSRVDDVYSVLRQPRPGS
#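 Test system: SCP-1 catalytic domain; Buffer or medium: Acidic Tris acetate buffer with magnesium and detergent; Also added: Phosphorylated 17-residue peptide substrate; Compound: single 20 µM dose, 1% DMSO; Schedule: enzyme reaction 45 min at room temperature, colour 5 min, stabilisation 30 min; Signal: Phosphate-binding colour reagent, absorbance read at 630 nm.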
# DNMT1 block: inhibitors of human DNMT1. hit rate 0.83% among 360,000. inhibition (reported as % activation of signal), % at 10 µM. DNMT1 molecular beacon, Hinp1I cleavage, fluorescence. P26358; in the data active = inhibition above about 50%
# SKN-1 inh: inhibitors of C. elegans SKN-1 | C. elegans VP596 Pgst-4::GFP/RFP ratio, acrylamide-induced, 24 h | inhibition, % at 21.8 µM | hit rate 0.49% among 360,000;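 active = interference check ratio from 0.5 to 1.5 plus GFP to RFP signal ratio inhibition reaching or exceeding a fixed threshold, cut at about 30% in these data, passing the limit was not always enough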; also: some compounds called inactive have numbers as strong as hits
# Neddyl block: blocks human cullin neddylation; hit rate 0.58% among 360,000; calls only at 25 µM; TR-FRET cullin neddylation, biochemical; in the data active = inhibition above about 36%
# Target sequence (P61081 whole entry, looked up): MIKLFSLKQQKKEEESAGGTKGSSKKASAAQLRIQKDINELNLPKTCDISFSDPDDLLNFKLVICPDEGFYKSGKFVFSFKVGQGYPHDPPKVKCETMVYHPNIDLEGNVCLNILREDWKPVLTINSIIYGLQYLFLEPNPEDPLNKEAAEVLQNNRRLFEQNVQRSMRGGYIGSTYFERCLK
# Target sequence (Q13564 whole entry, looked up): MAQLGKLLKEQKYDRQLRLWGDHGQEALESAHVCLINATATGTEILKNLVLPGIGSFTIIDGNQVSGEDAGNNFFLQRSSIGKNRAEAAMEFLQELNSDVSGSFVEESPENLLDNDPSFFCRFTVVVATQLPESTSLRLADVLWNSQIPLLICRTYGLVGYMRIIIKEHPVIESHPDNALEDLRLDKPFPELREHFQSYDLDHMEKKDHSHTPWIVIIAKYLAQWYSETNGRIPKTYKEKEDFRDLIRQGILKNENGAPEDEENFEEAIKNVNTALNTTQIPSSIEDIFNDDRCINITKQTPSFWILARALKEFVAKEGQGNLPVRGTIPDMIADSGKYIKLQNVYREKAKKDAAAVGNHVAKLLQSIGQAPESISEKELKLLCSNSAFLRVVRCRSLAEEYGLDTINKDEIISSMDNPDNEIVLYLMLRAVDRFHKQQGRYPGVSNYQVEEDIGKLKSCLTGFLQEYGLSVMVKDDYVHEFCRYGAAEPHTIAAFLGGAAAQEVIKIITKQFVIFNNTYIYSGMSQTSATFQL
# SUMO1-SIM PPI: modulators of human SUMO1-mediated protein-protein interactions; SUMO1 binding to a labelled peptide, TR-FRET, 1 h; AID 602429; hit rate 0.33% among 360,000; P63165; inhibition, % at 20 µM; in the data active = inhibition above about 37%
# NadD inh: NadD (S. aureus) enzyme inhibition. inhibition, % at 20 µM. AID 602399. purified NadD enzyme, colorimetric absorbance read-out. hit rate 0.78% among 360,000; in the data active = inhibition above about 26%; also: some compounds past the cut are filed as inactive
# LMPTP block: blocks human LMPTP phosphatase. P24666. AID 651560. recombinant LMPTP-A, OMFP fluorogenic substrate, fluorescence intensity. hit rate 0.22% among 360,000. inhibition, % at 20 µM;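 active = compounds that cut the enzyme signal by at least half of the control window in the single-dose screen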;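 also: plate controls were DMSO wells with enzyme plus substrate for no effect and substrate without enzyme for full effect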
# Target sequence (P24666 whole entry, looked up): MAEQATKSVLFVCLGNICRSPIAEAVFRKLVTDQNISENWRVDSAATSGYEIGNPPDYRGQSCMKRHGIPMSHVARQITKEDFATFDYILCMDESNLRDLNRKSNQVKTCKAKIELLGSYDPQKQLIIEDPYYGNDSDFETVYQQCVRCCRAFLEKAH
#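 Assay system: LMPTP-A, protein tyrosine phosphatase of low molecular weight / Medium: pH 6.0 Bis-Tris buffer with DTT and Triton X-100 / Schedule: 50 min enzyme reaction at room temperature, protected from light / Measured by: endpoint fluorescence intensity from OMFP dephosphorylation / Read-out basis: % inhibition relative to no-enzyme and uninhibited control wells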
# TbMetRS inhib: Trypanosoma brucei MetRS inhibition. inhibition, % at 11.9 µM. purified T. brucei MetRS, ATP depletion, Kinase-Glo luminescence. hit rate 0.4% among 360,000;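 active = inhibition above a per-plate cutoff of the control wells' mean inhibition plus 3 SD, cut at about 5.5% in these data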;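 also: 0% = DMSO wells median and 100% = median of wells with control inhibitor compound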
#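 Assay system: T. brucei methionyl-tRNA synthetase, purified | Medium: HEPES buffer with MgCl2, KCl, DTT, spermine, BSA, pyrophosphatase | Compound: 11.9 µM single point | Incubation: 15 min enzyme-compound preincubation, 2 h reaction, 10 min detection, 25 °C | Measured by: Kinase-Glo luciferase luminescence reporting remaining unconsumed ATP | Measure: % inhibition normalized to control-well medians | Replication: Singlicate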
# CendR NRP1 mod: modulators of CendR peptide binding to human neuropilin-1; O14786; FAM-RPARPAR peptide binding to NRP-1, fluorescence polarization; inhibition, % at 25 µM; hit rate 0.85% among 360,000; AID 602438;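 active = inhibition or corrected inhibition above about 18%, plus a signal ratio from 0.5 to 1.5, limit read from the data, passing the limit was not always enough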; also: strong numbers were not always called active
# * = called active by the depositor; i = inactive; / = no result given.
SMILES,STEP block,Scp-1 inhibitor,DNMT1 block,SKN-1 inh,Neddyl block,SUMO1-SIM PPI,NadD inh,LMPTP block,TbMetRS inhib,CendR NRP1 mod
O=C(N/N=C/c1cccc(O)c1)c1ccc2c(c1)OCCO2,1,-7,1,-11,i,-6,-6,3.7,-0.9,7
CC(C)(C)c1ccc(C(=O)NC(=O)COC(=O)CCS(=O)(=O)c2ccccc2)cc1,0,-6,-4,-8,i,4,-6,1.2,-0.4,-6
O=C(CCCc1ccccn1)c1cccc2ccccc12,-1,-4,-8,20,i,-19,0,0.3,-0.6,6
O=C(CCCSc1nc2ccccc2s1)NCc1ccc2c(c1)OCO2,-3,-13,0,7,i,0,-11,0.7,0.7,-11
Cc1ccc(C(=O)NCCc2nnc3ccc(SCC(=O)Nc4ccc(C)cc4C)nn23)cc1,-1,-6,2,5,i,-2,-3,-0.5,-0.1,5
Cc1ccc(NC(=O)C2CCCN(S(=O)(=O)c3c(C)noc3C)C2)cc1F (stereo unspecified),0,-8,1,2,i,3,-8,1.0,0.1,14
COc1cc(/C=N/NC(=O)c2ccc(CSc3nncn3C)cc2)ccc1OCC(=O)N1CC(C)OC(C)C1 (stereo unspecified),-1,-1,0,-3,i,-9,-1,-1.3,-0.4,-2
CCN1C(=O)c2cccc3c(NC(=O)c4ccc5c(c4)OCCO5)ccc1c23,-4,2,-1,0,i,-4,4,0.2,-0.3,-99
O=C(C[C@H]1C(=O)N(Cc2cccnc2)C[C@@H]1Cc1ccccc1)Nc1ccc(Br)cc1,-2,/,-2,-13,i,3,0,0.0,41*,9
CC(C(=O)NC1C=CS(=O)(=O)C1)N1C(=O)/C(=C/c2ccc(Cl)cc2)SC1=S (stereo unspecified),2,-8,1,-11,i,-26,2,1.0,0.4,13
S=C1NCc2cncnc2N1,0,/,0,-12,i,9,5,0.0,0.4,-3
Cc1csc(N2CCCC2c2nc3cc(Cl)c(N4CCCCC4)cc3n2CCOCCO)n1 (stereo unspecified),6,-8,2,19,i,4,2,-1.0,1.4,-2
Cc1ccc(S(=O)(=O)N2CCN(S(C)(=O)=O)CC2)cc1,-3,0,-2,1,i,0,-1,-1.0,-1.4,7
COc1ccc(CCNC(=O)Cn2c(=O)n(CC3CCCO3)c(=O)c3cc(OC)c(OC)cc32)cc1OC (stereo unspecified),1,-6,0,-2,i,2,-5,-1.0,2.0,3
COc1ccccc1Cn1cnc2cccnc21,0,-2,3,-7,i,-2,-5,0.0,0.4,6
O=C(O)C(Oc1ccc2ccccc2c1)c1ccccc1 (stereo unspecified),2,-18,1,40*,i,4,-9,-1.3,-0.4,11
CCCOc1ccc(N2CC(C(=O)Nc3ncccc3C)CC2=O)cc1 (stereo unspecified),0,-4,-1,14,i,-2,1,-1.0,0.1,7
CC1(C)CC(=O)C2=C(C1)Nc1ccccc1NC2c1ccc(F)c(F)c1 (stereo unspecified),0,-8,0,6,i,1,1,-0.5,-0.2,11
CC1(C)CC(=O)c2cnc(N3CCc4ccccc43)nc2C1,4,2,-1,3,i,2,1,1.9,-0.7,28*
COC(=O)c1cccc(C(=O)Oc2cccc(Br)c2)n1,-2,-5,3,29,i,-1,5,-0.4,-0.1,-4
CSc1ncccc1C(=O)OCC(=O)N1CCOCC1,-2,1,5,-2,i,-2,2,-0.7,-1.1,-4
COc1ccccc1CNC(=O)CC(C)C,-2,-6,-3,-4,i,4,-1,-1.0,0.2,6
CC(C)N(C(=O)CSc1nnc(NC2CC2)s1)c1ccccc1,-2,-2,-2,19,i,6,1,-0.5,0.0,-15
COc1ccc(CC(=O)Nc2ccc(C(=O)O)cc2NC(=O)Cc2ccc(OC)cc2)cc1,1,-3,-3,-9,i,-1,-9,0.2,-0.3,13
COc1ccccc1CNC(=O)CSc1nc(=O)n(Cc2ccncc2)c2c1CCC2,1,-1,-1,-9,i,-2,1,-1.3,-0.2,10
Cc1cccnc1NC(=O)c1cccc(S(=O)(=O)N2CCCc3ccccc32)c1,1,7,1,1,i,7,0,2.3,-0.8,5
C=CCn1c(SCC2CCCCO2)nc2sc(CC)cc2c1=O (stereo unspecified),0,2,2,-4,i,9,-12,1.4,-0.6,-2
S=C(NNc1nc(Nc2ccccc2)nc(N2CCCCC2)n1)NC1CCCCC1,-2,9,-9,20,i,4,20,1.4,-0.2,2
COc1ccc(C(=O)O/N=C(\N)c2ccccn2)cc1[N+](=O)[O-],-2,-6,-1,-3,i,-28,0,-0.4,0.3,0
CCOC(=O)C(=O)Nc1ccccc1C(N)=O,-6,-1,-3,-1,i,2,0,-0.7,-1.4,1
CCOC(=O)CNS(=O)(=O)c1ccc(C(=O)O)cc1,-1,-5,0,11,i,3,-8,-0.6,0.0,-4
COc1cc(NC(=O)N[C@H](C(=O)O)C(C)C)cc(OC)c1,0,-4,1,2,i,1,-1,-2.1,-0.4,-3
CCCCCCNC(=O)O[C@H]1Cn2c(=O)ccc(=O)n2[C@@H]2CN(S(=O)(=O)c3ccc(C)cc3)C[C@]12O,2,/,-2,14,i,0,1,0.0,-1.0,-4
COc1ccc(/C=N/NC(=O)c2ccc3nc[nH]c3c2)c(OC)c1,1,9,4,-11,i,-9,-8,-1.4,-0.5,4
O=C(NCC1COc2ccccc2O1)c1ccc(Cl)c(S(=O)(=O)N2CCCC2)c1 (stereo unspecified),-3,-10,-2,7,i,-2,-1,-0.4,-0.3,-2
COc1ccc(/C=N/NC(=O)C(=O)N2CCCCCC2)cc1,0,-8,-1,-6,i,-3,0,-1.8,-0.6,10
Cc1ccc(CC(=O)OCCNC(=O)c2cccnc2)cc1,-1,-2,2,2,i,1,3,-1.2,0.1,-4
CCC(C)(C)C1CCc2c(sc(NC(=O)c3ccoc3C)c2C(N)=O)C1 (stereo unspecified),4,9,3,2,i,7,17,1.3,-0.2,-11
CC1(C)CC2CC(C)(CN2S(=O)(=O)c2cccc(C(N)=O)c2)C1 (stereo unspecified),-1,-3,6,1,i,-2,-6,-0.8,-0.2,2
Cc1csc(=O)n1CC(=O)OCc1cccc2ccccc12,-2,-15,-1,-5,i,-2,-6,0.1,-1.1,9
CC(C)c1cc(CNC(=O)CC2C(=O)NCCN2CC2CCCCC2)on1 (stereo unspecified),-4,-3,-5,10,i,4,-1,-0.7,-0.5,-9
CC(C)c1ccc(NC(=O)COC(=O)COc2ccccc2)cc1,1,-11,0,-3,i,-2,3,-0.6,-0.2,2
Cc1ccc(S(=O)(=O)N2CCC(NC(=O)c3cccnc3)CC2)cc1Cl,0,-9,-1,-2,i,2,4,-1.1,-0.3,-3
O=C1/C(=C/c2cccs2)CCC1C1CCCC1 (stereo unspecified),0,-13,1,42*,i,-13,-5,0.8,0.2,3
O=C(c1ccccc1)N1CCN(S(=O)(=O)c2cccc(NS(=O)(=O)c3ccccc3)c2)CC1,-1,-6,-1,3,i,1,4,-0.3,-1.0,14
CCc1ccc(-c2cc(C(=O)N/N=C/c3ccco3)[nH]n2)cc1,0,1,-1,-3,i,-5,5,2.0,0.1,16
CCCC/S(CC1CC1(Cl)Cl)=N\S(=O)(=O)c1ccc(C)cc1 (stereo unspecified),-1,-1,3,18,i,-1,-3,-1.3,-0.1,7
COc1ccccc1NC(=O)C1=C(C)N(c2ccccc2)C(=S)NC1c1cccc(C(F)(F)F)c1 (stereo unspecified),0,-7,-7,9,i,0,4,1.0,-0.4,-4
COc1ccc(C2N(C(C)=O)CCN2S(=O)(=O)c2ccc(C)cc2)cc1 (stereo unspecified),3,-8,0,5,i,4,0,-1.7,-0.2,-4
COc1ccc(CNc2nc3c(c(=O)n(Cc4ccc(Cl)cc4)c(=O)n3C)n2C)cc1,3,-6,-6,11,i,0,-4,4.4,-0.3,-2
Cc1cccc(CN2CCN(CC(C)C)C(CCO)C2)n1 (stereo unspecified),0,-20,6,1,i,3,-4,-1.1,-0.2,-10
CCCC[n+]1ccn(C2=C([O-])c3ccccc3C(=O)/C2=N\S(=O)(=O)c2ccc(Br)cc2)c1,0,25,1,77,i,-18,8,2.7,-1.8,4
CC1=C(CC(=O)c2ccccc2)C(=O)c2ccccc2C1=O,3,14,-10,-16,i,-18,-2,-0.3,0.3,-14
NC(=S)n1[nH]c(-c2ccccc2)c(N=Nc2ccccc2C(=O)N2CCOCC2)c1=O,8,-6,1,9,i,-18,4,-0.3,-0.5,-4
CCOc1ccccc1C(C(=O)NC1CCCC1)N(Cc1ccco1)C(=O)CNC(=O)c1ccco1 (stereo unspecified),1,0,-3,1,i,0,-3,-0.8,-0.4,-2
CCCCN1C(=O)c2ccc(C(=O)NC3(C)CCS(=O)(=O)C3)cc2C1=O (stereo unspecified),-4,-3,3,3,i,-16,2,-2.4,-0.1,6
CCc1ccc(/C=N/NC(=O)c2cc(C3CC3)nc3ccc(Br)cc23)s1,2,3,20,-1,i,-1,22,0.8,0.1,-14
COC(=O)NCC(c1cccnc1)N1CCOCC1 (stereo unspecified),-1,-5,7,-7,i,1,0,-1.2,-0.3,-1
OCC[C@@H]1C[C@@H](O)[C@H](O)[C@]2(Cc3ccccc3CO2)O1,-1,-9,1,-3,i,0,2,-1.3,-0.1,-8
COC1=C(OC)C(=O)C(Sc2ccc3ccccc3c2)=CC1=O,4,0,-16,6,i,3,15,0.8,0.1,12
NC(=O)c1sc2nc(N3CCOCC3)c3c(c2c1N)CCCC3,-1,3,-7,12,i,2,6,1.4,-0.7,-5
O=c1[nH]c2cccnc2n1Cc1ccco1,-1,1,3,5,i,1,0,-0.5,0.0,10

# Single records, from the list above. Values in the order: STEP block, Scp-1 inhibitor, DNMT1 block, SKN-1 inh, Neddyl block, SUMO1-SIM PPI, NadD inh, LMPTP block, TbMetRS inhib, CendR NRP1 mod
# OCC[C@@H]1C[C@@H](O)[C@H](O)[C@]2(Cc3ccccc3CO2)O1 as listed: -1, -9, 1, -3, i, 0, 2, -1.3, -0.1, -8
# CCCC[n+]1ccn(C2=C([O-])c3ccccc3C(=O)/C2=N\S(=O)(=O)c2ccc(Br)cc2)c1 as listed: 0, 25, 1, 77, i, -18, 8, 2.7, -1.8, 4
# NC(=O)c1sc2nc(N3CCOCC3)c3c(c2c1N)CCCC3 as listed: -1, 3, -7, 12, i, 2, 6, 1.4, -0.7, -5
# O=c1[nH]c2cccnc2n1Cc1ccco1 as listed: -1, 1, 3, 5, i, 1, 0, -0.5, 0.0, 10
# CCc1ccc(/C=N/NC(=O)c2cc(C3CC3)nc3ccc(Br)cc23)s1 as listed: 2, 3, 20, -1, i, -1, 22, 0.8, 0.1, -14
